PTHR1 ag = qHTS for PTHR1 Agonists: Primary Screen | 410,000 tested, 0.075% active | Potency, µM (titrated, usually from 115 µM), for inactives: top-dose activation, hits mostly activators | Parathyroid hormone/parathyroid hormone-related peptide receptor (Homo sapiens), Q03431 | HEK293 GP2 PTHR1 cells, GloSensor cAMP luminescence, 1 h; note: potency is the fitted concentration of half-maximal effect; nearly all actives have a fitted effect of over 55% in size; some results filed as inactive show a strong effect at the top dose; inactives centre near -15; many of its hits are not listed in these tables
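HEK-293-derived GP2 cells expressing PTHR1 and a GloSensor cAMP reporter, 3,000/well, plated overnight, given luciferin plus IBMX (each 0.5 mM as added) for 1 h at 37 °C, then compound for 1 h at 37 °C. Luminescence was read after 15 min at room temperature.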
GLP1R ag = qHTS of GLP-1 Receptor Agonists. Glucagon-like peptide 1 receptor (Homo sapiens), P43220. HEK293 GLP-1R CRE-luciferase, luminescence, 4-6 h; cells express a hypersensitive GLP-1R form. Potency, µM (titrated, usually from 45.6 µM), inactives show at the top dose activation, actives largely listed as activators. 380,000 tested, 0.007% active. AID 624172, 2012; note: potency is the fitted concentration of half-maximal effect; % of control where 0% means no effect
Target sequence (P43220 whole entry, looked up): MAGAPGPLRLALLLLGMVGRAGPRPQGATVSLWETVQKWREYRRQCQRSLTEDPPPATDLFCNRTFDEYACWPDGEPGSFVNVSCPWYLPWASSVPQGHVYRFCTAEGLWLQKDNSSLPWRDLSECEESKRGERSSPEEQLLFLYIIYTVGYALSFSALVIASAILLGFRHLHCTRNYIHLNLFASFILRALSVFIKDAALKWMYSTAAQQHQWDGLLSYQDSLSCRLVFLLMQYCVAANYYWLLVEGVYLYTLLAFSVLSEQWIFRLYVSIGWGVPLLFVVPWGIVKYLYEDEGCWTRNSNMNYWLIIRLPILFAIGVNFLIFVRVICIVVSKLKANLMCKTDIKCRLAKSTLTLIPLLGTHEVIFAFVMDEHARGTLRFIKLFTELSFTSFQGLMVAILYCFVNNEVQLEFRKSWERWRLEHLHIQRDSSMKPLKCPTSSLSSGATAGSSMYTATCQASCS
PI5P4Ka inh = qHTS for Inhibitors of phosphatidylinositol 5-phosphate 4-kinase (PI5P4K); max response, %; PI5P4Kalpha enzyme, ADP-Glo luminescence, 60 min; active compounds read low; 330,000 tested, 1.2% active; AID 652105, 2013; active = max response of -50% or lower; inconclusive = between -30% and -50%; inactive = -30% or higher; note: value at the top dose of about 77 µM; % is set by controls: 0 for no effect and ±100 for the full control effect
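ADP-Glo luminescence end-point after a 60 min room-temperature kinase reaction. PI5P4Kalpha and substrate in HEPES pH 7.4 buffer with EGTA, 0.1% CHAPS and 5% DMSO; ATP at 5 microM final.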
EPAC1 antag = qHTS for Antagonist of cAMP-regulated guanine nucleotide exchange factor 3 (EPAC1): primary screen. Rap guanine nucleotide exchange factor 3 (Homo sapiens), O95398. EPAC1 GEF assay, Rap1b-BODIPY-GDP exchange fluorescence. Potency, µM (top dose mostly 115 µM), for the others: top-dose activity change, negative = inhibition, actives largely listed as inhibitors. 360,000 tested, 0.14% active. AID 720709, 2013;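 note: potency is the fitted concentration of half-maximal effect; plate controls were vehicle for no effect and positive control for full effect; nearly all actives have a fitted effect of over 50% in size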
EPAC1 agonist = qHTS for Agonist of cAMP-regulated guanine nucleotide exchange factor 3 (EPAC1): primary screen; Potency, µM (titrated, usually from 154 µM), for inactives: at the top dose activation, usual class: activators; 360,000 tested, 0.073% active; EPAC1 agonist qHTS, biochemical assay; response scale: 100% = response to 6.5 mM cAMP; note: potency is the fitted concentration of half-maximal effect; nearly all actives have a fitted effect of over 60% in size
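Normalized to 6.5 mM cAMP, activity reflects EPAC1-catalysed release of BODIPY-GDP from Rap1B, followed kinetically over 30 min at 480 nm excitation, 540 nm emission. Reaction contained 100 nM EPAC1, 250 nM Rap1B-BODIPY-GDP, 50 uM GDP.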
HEK293 tox = qHTS of GLP-1 Receptor Inverse Agonists: Cytotox Screen | HEK293 cAMP-luciferase reporter cells, luminescence, 24 h | Potency, µM (series often up to 38.3 µM), for the others: at the highest dose activity change, negative = inhibition, usual class: inhibitors | 410,000 tested, 0.13% active;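 note: loss of luciferase light is scored as toxicity; potency is the fitted concentration of half-maximal effect; % is set by controls: 0 for no effect and ±100 for the full control effect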
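1536-well qHTS counterscreen of the MLSMR; 200 cells/uL, 12 h pre-incubation, 23 nL cpd, 24 h at 37 deg C 5% CO2, luciferase detection reagent, 12 min RT, luminescence. Inhibition = undesired.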
PLK1 PBD block = qHTS for Inhibitors of PLK1-PDB (polo-like kinase 1 - polo-box domain): Primary Screen; 360,000 tested, 2.8% active; AID 720504, 2013; Plk1 PBD binding of FITC phosphopeptide, fluorescence polarization; Potency, µM, for inactives: max response, negative = inhibition, actives largely listed as inhibitors; note: potency is the fitted concentration of half-maximal effect; series mostly up to about 57 µM; % is set by controls: 0 for no effect and ±100 for the full control effect; nearly all actives have a fitted effect of over 65% in size
Target sequence (P53350 whole entry, looked up, the tested form may be a part): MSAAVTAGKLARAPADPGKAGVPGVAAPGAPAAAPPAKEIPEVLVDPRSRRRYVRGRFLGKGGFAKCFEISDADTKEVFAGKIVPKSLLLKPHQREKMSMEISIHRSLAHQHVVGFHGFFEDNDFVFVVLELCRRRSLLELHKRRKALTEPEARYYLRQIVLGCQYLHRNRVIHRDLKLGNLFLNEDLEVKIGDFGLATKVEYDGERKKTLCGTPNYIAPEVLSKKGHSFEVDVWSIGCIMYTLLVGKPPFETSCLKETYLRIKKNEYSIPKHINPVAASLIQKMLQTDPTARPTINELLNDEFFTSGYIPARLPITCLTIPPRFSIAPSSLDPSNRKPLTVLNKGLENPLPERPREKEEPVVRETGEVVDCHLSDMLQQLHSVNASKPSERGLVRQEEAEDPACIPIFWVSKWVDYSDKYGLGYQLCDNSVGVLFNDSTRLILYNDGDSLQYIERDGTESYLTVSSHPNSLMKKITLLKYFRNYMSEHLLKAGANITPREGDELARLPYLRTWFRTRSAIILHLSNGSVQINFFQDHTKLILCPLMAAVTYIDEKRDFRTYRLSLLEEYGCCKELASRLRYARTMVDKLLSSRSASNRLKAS
IL2 activator = qHTS of IL-2 Activators. activation, % (series mostly up to about 46 µM). 360,000 tested, 0.065% active. AID 652025, 2013. IL-2 activation reporter assay, cell-based qHTS; stimulated with anti-CD3/CD4/CD28 beads; in transgenic mouse T cells; in the data active = activation above about 50%; inconclusive = mostly about 30% to 49%; note: 0% is about no effect
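Screening format: compound pinned onto unstimulated transgenic mouse T cells, 60 min incubation, then anti-CD3/anti-CD4/anti-CD28 bead stimulation for 18 hours at 37 degrees C, followed by EGFP and DsRed detection.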
GLP1R inv ag = qHTS of GLP-1 Receptor Inverse Agonists (Inhibition Mode) | HEK293 GLP-1R CRE-luciferase, luminescence, 24 h; GLP-1R form is constitutively active | Glucagon-like peptide 1 receptor (Homo sapiens), P43220 | Potency, µM (titrated, usually from 38.3 µM), inactives show at the highest dose activity change, negative = inhibition, actives largely listed as inhibitors | 410,000 tested, 1.6% active | AID 624417, 2012; note: potency is the fitted concentration of half-maximal effect; % is set by controls: 0 for no effect and ±100 for the full control effect; nearly all actives have a fitted effect of over 55% in size
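qHTS in 1536-well format: reporter HEK293 cells expressing constitutive GLP-1R activity in DMEM + 10% Nu serum, 24 hr with compounds at 37 deg C, luminescence read after 12 min with detection reagent.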
An asterisk follows results filed as active; i = inactive; ? = inconclusive; · = no result given; [ ] = remark or other dose. Unless noted, calls come from the whole dose curve; as a rule, active = well fitted curve in the direction sought with a large enough effect; inconclusive = small, poorly fitted or top-dose-only effect, or another doubt; inactive = no such curve, though single readings can be large; an effect the other way counts as inactive or inconclusive. Some of the compounds tested. The share of hits here may be higher or lower than overall.

SMILES | PTHR1 ag | GLP1R ag | PI5P4Ka inh | EPAC1 antag | EPAC1 agonist | HEK293 tox | PLK1 PBD block | IL2 activator | GLP1R inv ag
Cc1ccc(-n2c(-c3ccccc3)nnc2-c2cccs2)cc1 | i | -2% | · | 7% | 0% | 2% | -2% | -1.7 | -8%
O=C(Nc1ccc(O)cc1C(=O)O)c1cccs1 | -21% | -2% | 0 | -2% | 4% | -1% | -4% | -0.3 | -10%
COc1ccc(N(Cc2ccco2)C(=O)c2ccccc2F)cc1OC | -1% | -17% | -4 | -10% | 3% | -6% | 3% | 0.1 | ?
CCCCCC1=CCC/C1=N\NC(=O)c1ccc2c(c1)OCO2 | -3% | 1% | -12 | -11% | 5% | 8% | ? | -0.4 | ?
S=c1[nH]nc(C2CCCCC2)o1 | -1% | 0% | -9 | -13% | -2% | 3% | -28% | 1.6 | 21%
CCSC1=N/C(=C\c2ccc(C(=O)O)cc2)C(=O)S1 | i | -10% | -2 | -13% | 0% | -14% | ? | 0.3 | 3%
COc1cc(OC)cc(C(=O)N[C@H](C(=O)OCC(=O)Nc2sccc2C#N)C(C)C)c1 | -6% | -1% | ? | ? | 8% | 32%[activator] | -20% | 0.5 | 12%
CCNC(=O)C1CCCN(C(=O)c2cccc(C#N)c2)CC1 (stereo not given) | -1% | 6% | -3 | 7% | -8% | -9% | 1% | 0.6 | 21%
CN(Cc1ccccc1)C(=O)COC(=O)CNS(=O)(=O)c1ccc2ccccc2c1 | -22% | 1% | 0 | 8% | 0% | -2% | -15% | -4.0 | 6%
CCNC(=O)C1CCCN1C(=O)C(CCCN=C(N)N)NC(=O)C(CC(C)C)NC(=O)C(Cc1cn(Cc2ccccc2)cn1)NC(=O)C(Cc1ccc(O)cc1)NC(=O)C(CO)NC(=O)C(Cc1c[nH]c2ccccc12)NC(=O)C(Cc1cnc[nH]1)NC(=O)C1CCC(=O)N1 (stereo not given) | -24% | -5% | -10 | -2% | -8% | -3% | ? | 0.4 | 12%
CCc1ccc(-c2cc3c(=O)n(CC(=O)NCCCN4CCN(CC)CC4)nc(C)n3n2)cc1 | i | -2% | -5 | 13% | 1% | 7% | -10% | -2.8 | ?
COc1ccc(-c2nnc3ccc(SCC(=O)N4CCCC4)nn23)cc1 | i | 1% | -3 | -2% | -5% | -8% | -2% | 0.8 | 1%
CCCOP(=O)(c1ccc(N(C)C)cc1)C(O)c1ccc(N(C)C)cc1 (stereo not given) | -3% | 7% | 1 | -9% | 1% | 3% | -7% | 0.4 | -3%
COC(=O)C(C)Oc1cc(C)ccc1COc1ccc(-n2nc(C)n(C(F)F)c2=O)cc1 (stereo not given) | i | 20% | 7 | 3% | 18% | -3% | -7% | 0.4 | ?
O=C(Nc1nc(-c2cccnc2)cs1)c1ccccc1Cl | i | 7% | -3 | -4% | -1% | -4% | -2% | -0.1 | 23%
Cc1cccc(N2CCN(C(=O)CCn3c(=O)[nH]c4ccsc4c3=O)CC2C)c1 (stereo not given) | -15% | 1% | -3 | 12% | 6% | -13% | -2% | 0.1 | -27%
N/C(=N\OC(=O)c1ccccc1Br)c1cccc([N+](=O)[O-])c1 | -38%[inhibitor] | 6% | 1 | -11% | 11% | 0% | -5% | -3.4 | 33%
Cc1cnn(CCC(=O)NNC(=S)Nc2ccccc2)c1 | -1%[57.5 µM] | -14% | · | 10% | -7% | 0% | -2% | -1.8 | 0%
CCOc1cc(C2C3=C(CCCC3=O)OC3=C2C(=O)CCC3)cc([N+](=O)[O-])c1O | 12% | 17% | -1 | 8% | -2% | ? | -29% | -2.6 | 11%
CC(NC(=O)C1CCC(=O)N1Cc1ccc(F)cc1)c1ccc2c(c1)OCCO2 (stereo not given) | i | 7% | -6 | ? | -1% | 4% | -7% | 0.3 | 15%
CN1CCN(Cc2c(O)ccc3occ(C(=O)c4ccccc4)c23)CC1 | i | -4% | 0 | 6% | -1% | 3.2µM* | -3% | -1.4 | -28%
CCCn1cc(S(=O)(=O)c2ccc(F)cc2)c(=O)c2cc(OCC)ccc21 | i | 1% | 0 | 2% | 1% | 0% | -4% | 1.6 | 49%[activator]
COc1ccc(/C=N\NC(=O)c2ccc(-c3ccccc3)cc2)c(OC)c1OC | i | -15% | -9 | -12% | -2% | 2% | -8% | -0.1 | 16%
CC(=O)c1ccc(N2C(=O)CC(N3CCN(S(=O)(=O)c4cc(C)ccc4C)CC3)C2=O)cc1 (stereo not given) | -7% | 5% | -16 | -15% | 3% | -14% | -7% | -0.1 | 1%
CCCc1cc(=O)oc2c3c(cc(OCC(=O)N[C@@H](C)C(=O)O)c12)OC(C)(C)CC3 | -11% | 4% | -2 | 6% | 8% | -7% | -4% | -3.6 | 8%
Cc1cccc(C)c1OCc1nnc2c3cnn(C)c3ncn12 | -13%[57.5 µM] | 1% | · | 0% | 3% | 4% | -5% | -2.8 | 0%
CCOC(=O)NC1(C(F)(F)F)C(=O)N(Cc2ccccc2)C2=C1C(=O)CC(C)(C)C2 (stereo not given) | i | -5% | 2 | -24% | 11% | -12% | -4% | 0.4 | 1%
O=C(CN1C(=O)NC2(CCCCC2)C1=O)Nc1cccc2ncccc12 | i | 4% | 6 | -16% | 4% | 0% | -7% | 1.4 | 4%
CCCC1=NN2C(=N)/C(=C\c3cc(C)n(-c4cc(C)cc(C)c4)c3C)C(=O)N=C2S1 | -22% | -24% | 7 | -1% | -13% | 1% | ? | -1.0 | 5%
CC(=O)N1CCN(Cc2nc(C(c3ccccc3)c3ccccc3)no2)CC1 | i | 12% | 3 | 13% | 8% | 2% | 3% | -1.6 | 3%
COc1ccc(NC(=O)CCCCCn2nnc3ccccc3c2=O)cc1OC | i | -5% | 2 | -3% | -14% | 1% | 2% | 0.2 | 11%
O=C(COc1ccc2c(-c3ccccc3)cc(=O)oc2c1)NCC1CCC(C(=O)O)CC1 (stereo not given) | 1% | 6% | -4 | -11% | -13% | 3% | -23% | -0.6 | 11%
COC(=O)c1ccc(S(=O)(=O)NCc2cccc(OC)c2)n1C | i | 2% | -5 | 6% | -4% | -16% | -28% | 0.8 | 3%
Cc1cc(N2CCN(c3nc4ccccc4s3)CC2)n2ncnc2n1 | -16%[57.5 µM] | -6% | · | -4% | -4% | -1% | -9% | 1.7 | 2%
CCOC(=O)C1CCN(C(=O)COC(=O)c2oc3ccccc3c2C)CC1 | -7% | 1% | 5 | -15% | 2% | -1% | -9% | -0.5 | -6%
CCn1c(SCC(=O)Nc2ccc(OC)c(S(=O)(=O)N3CCCCC3)c2)nnc1C1CC1 | -13% | -6% | -2 | -12% | 3% | 10% | -4% | -2.8 | -10%
CN1CCN(c2ccc(Cl)cc2NC(=O)CN2C(=O)NC(C)(c3ccccc3)C2=O)CC1 (stereo not given) | -18% | 5% | 9 | 0% | 5% | 5% | -1% | -0.5 | ?
CN(CCOC(=O)c1ccco1)Cc1ccccc1 | i | -1% | 6 | 3% | -2% | -4% | 2% | -3.1 | 5%
CCN(CC)C1=NC=CC(c2ccccc2)=CC1C (stereo not given) | i | -1% | 1 | 1% | 12% | 1% | -20% | -2.2 | -18%
O=C(NCc1ccccc1)C1=C[C@@H](C2CCCCC2)C[C@@H](OCCCCO)O1 | -39%[inhibitor] | 16% | 2 | -13% | 7% | -4% | -19% | 0.1 | ?
COn1c(-c2ccccc2)nc2c1CCc1c-2no[n+]1[O-] | -1% | -2% | 2 | -13% | 2% | 20% | -12% | -0.3 | 11%
O=C(CCc1ccccc1)NNC(=O)c1ccccc1Cl | i | -4% | 3 | 1% | -8% | 18% | -13% | -3.7 | 25%
CCC(C)C(NC(=O)c1ccccc1NC(=O)c1ccc(C)cc1)C(=O)O (stereo not given) | -7% | 1% | 2 | -3% | 8% | 3% | -9% | 0.7 | 8%
CCC(NC(=O)c1ccccc1NC(=O)c1ccco1)C(=O)O (stereo not given) | -4% | -18% | -2 | 11% | 6% | -3% | -7% | 1.2 | 23%
CCC(=O)N1CCN(c2ccc(NC(=O)c3c(F)c(F)c(OC)c(F)c3F)cc2)CC1 | -25%[57.5 µM] | -7% | · | 4% | -1% | 2% | -7% | 9.1 | 6%
CCN1CCN(C(=O)Nc2cccc(C(F)(F)F)c2)CC1 | i | -7% | · | 5% | -2% | 10% | 0% | 0.7 | 1%
COc1ccc(S(=O)(=O)NCc2ccc3c(c2)OCO3)cc1C | i | 0% | · | 7% | 8% | 48%[activator] | -6% | -1.2 | 10%
CN1CCc2c(sc3nc(SCC(=O)N4CCOCC4)n(-c4ccc(Cl)cc4)c(=O)c23)C1 | i | 0% | -2 | -11% | -7% | -12% | -24% | 1.6 | -8%

2 compounds picked at random from those above:
SMILES | PTHR1 ag | GLP1R ag | PI5P4Ka inh | EPAC1 antag | EPAC1 agonist | HEK293 tox | PLK1 PBD block | IL2 activator | GLP1R inv ag
COn1c(-c2ccccc2)nc2c1CCc1c-2no[n+]1[O-] | -1% | -2% | 2 | -13% | 2% | 20% | -12% | -0.3 | 11%
CN1CCN(c2ccc(Cl)cc2NC(=O)CN2C(=O)NC(C)(c3ccccc3)C2=O)CC1 (stereo not given) | -18% | 5% | 9 | 0% | 5% | 5% | -1% | -0.5 | ?

Assay outcomes: PubChem BioAssay, National Center for Advancing Translational Sciences (NCATS)
